LDHA inh = qHTS assay for inhibitors of human lactate dehydrogenase; actives 0.15% (n = 480,000); purified LDHA, NADH/diaphorase-resazurin fluorescence; active compounds read low; activity change, % (values are at about 110 or 230 µM); AID 1347041, 2019; in the data active means activity change below about -30%;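 further: plate controls were DMSO wells for no effect and wells without enzyme for full effect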
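Human LDH5 (2 nM) was incubated with 0.06 mM NADH and 0.2 mM pyruvate for 5 min at room temperature in Tris pH 7.4. Remaining NADH was coupled through diaphorase/resazurin, and resorufin fluorescence was read at 0 and 20 min.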
Numbers without * were called inactive. The list is partial; count on the stated rates, not on these rows.

compound	LDHA inh
CC(Oc1ccc(F)c(F)c1)C(=O)NCCC(=O)N1CCCCC1 (configuration not stated)	4.7
CC(C(=O)Nc1ccc(F)cc1)N(C)Cc1ccc2c(c1)OCCO2 (configuration not stated)	6.6
O=C(Nc1nnc(C(F)(F)F)s1)C1CCN(C(=O)c2ccccc2Cl)CC1	0.0
COC(=O)c1ccc(NC(=O)CCc2c(C)nc3cc(-c4cccc(F)c4)nn3c2C)cc1	6.8
CN(CCc1ccccc1)C(c1ccnc2ccccc12)c1nnnn1-c1ccc2c(c1)OCCO2 (configuration not stated)	-3.6
Cc1c(C(=O)NC2=NCCS2)oc2c(Cl)cccc12	20.7
Cc1nn(CCC(=O)Nc2c(Cl)cccc2Cl)c(=O)c(C#N)c1C	1.1
S=c1[nH]nc(-c2n[nH]c3c2CCC3)n1/N=C/c1cccc2ccccc12	-6.1
COc1cc(-c2nnc3n2C(C)(C)Cc2cc(C)c(C)cc2-3)cc(OC)c1OC	-3.5
CC(C)(CNC(=O)NC1CCCC1)C(N)=O	-19.9
Cc1cc(C)cc(NC(=S)NCCc2ccccc2)c1	-0.4
O=C(c1ccccc1Oc1ccccc1)N1CCC(c2nc3ccccc3o2)CC1	3.3
COc1cc(OC)c2c(C)c(CC(=O)Nc3cccc(F)c3)c(=O)oc2c1	2.2
Cc1nn(CCC(=O)Nc2ccccc2Cl)c(=O)c(C#N)c1C	6.3
O=C(NCCN1CCC(n2c(=O)[nH]c3ccccc32)CC1)c1cccc(Cl)c1	-1.3

compound	LDHA inh
NC(=O)C1CCN(c2ncc(-c3cccc(N4CCOCC4)c3)s2)CC1	-0.8
Cn1cnc2c1c(=O)n(CCCN1CCCCCC1)c(=O)n2C	-2.2
COc1ccc(CNC(=O)COc2ccc3c(C(F)(F)F)cc(=O)oc3c2)cc1	-2.7
CCC(C)c1ccc(NC(=O)COc2ncnc3ccccc23)cc1 (configuration not stated)	-9.9
CC(CCc1ccccc1)NC(=O)CCC(=O)NC12CC3CC(CC(C3)C1)C2 (configuration not stated)	0.6
O=C(NC1CCCCC1)C1c2ccccc2OCC(=O)N1Cc1ccccc1 (configuration not stated)	-3.6
Cc1cccc(C)c1NC(=O)CCc1c[nH]c2ccccc12	-11.2
OC(c1ccccc1)(c1ccccc1)C1CCN(CCCOc2ccccc2)CC1	2.5
O=C(Nc1cccnc1Oc1ccccc1)c1cccc(Cl)c1Cl	2.3
CCNC(=O)c1cccc(NC(=O)c2cc(=O)c3ccccc3o2)c1	-4.8
Cc1ccc(Cl)cc1NC(=O)CCN=C1NS(=O)(=O)c2ccccc21	-18.2
Fc1cccc(Cl)c1CNCCOc1ccccn1	-3.9
Cc1oc2cc(OCC(=O)NCc3cccs3)ccc2c(=O)c1Oc1ccc(F)cc1	5.2
CCCCCNC(=O)CCc1c(C)nc2nc(N)nn2c1C	11.5
CCOc1ccc(C2CCCN2S(=O)(=O)Cc2ccc(F)cc2)cc1 (configuration not stated)	9.2

compound	LDHA inh
Cc1ccc(NC(=O)c2nn(Cc3ccccc3)c(=O)c3ccccc23)cc1Cl	8.7
CCCCn1c(=O)n(CC(O)COc2ccc(C(C)(C)C)cc2)c(=O)c2c1ncn2CCOC (configuration not stated)	2.7
S=C(NCc1ccccc1)Nc1ccc(Sc2ccc(Br)cc2)cc1	5.3
CCc1cccc(C)c1NC(=O)c1cc(=O)c2ccccc2o1	-4.6
CCOc1cc2c(cc1CNC(=O)c1ccc(F)cc1Br)OC(C)C2 (configuration not stated)	-6.1
O=C(NC1CCN(Cc2ccccc2)CC1)c1cc2ccccc2[nH]1	-0.9
COc1cc(C2CC(=O)NC(SCC(=O)NCc3ccccc3)=C2C#N)ccc1O (configuration not stated)	5.7
Cc1ccc(-n2c3c(c(=O)[nH]c2=O)C(C(F)(F)F)(C(F)(F)F)N=C(c2ccncc2)N3)cc1	2.5
O=S(=O)(Nc1ccc(-c2cn3ccsc3n2)cc1)c1cccs1	0.9
S=C(NCc1ccccc1)N/N=C/c1c2ccccc2c(Cl)c2ccccc12	-2.3
CC(C)=CC1C=C(C)C(C)C(C)C1/C=N/NC(=O)c1ccccc1 (configuration not stated)	-8.0
CC(=O)N1c2ccccc2N=C(c2ccc(C(F)(F)F)cc2)C1C(=O)NC(C)C (configuration not stated)	6.2
Cn1c(=O)c2c(nc(Cl)n2CCCC#N)n(C)c1=O	-4.5
CCc1ccc(OCC(O)Cn2cnc3cc(Cl)ccc3c2=O)cc1 (configuration not stated)	-3.5
O=C(c1cccs1)N1CCN(Cc2c[nH]c3ccccc23)CC1	3.1

Structure	LDHA inh
O=C(c1ccccc1)N1CCSc2ccc(Cl)cc21	-1.6
Cc1ccc(/C=C/C(=O)c2c(C)nc3ccc(Cl)cc3c2-c2ccccc2)o1	11.2
O=C(Nc1ccc2c(c1)CCC2)c1ccc2ccccc2c1	3.9
Cc1ccsc1C(=O)Oc1ccc(-c2ccc(C#N)cc2)cc1	-17.8
Cc1ccc2c(CSc3nnc(NC4CCCCC4)s3)cc(=O)oc2c1	2.4
CCOc1cc(OCC)cc(C(=O)Nc2ccc(N3CCN(C(=O)c4ccccc4C)CC3)cc2)c1	-1.0
Cc1[nH]c2ccccc2c1-c1csc(NC(=O)C2CC2)n1	12.9
CNC(=O)COC(=O)c1c(C)c(-c2ccccc2)nc2ccccc12	4.2
COc1ccc(C(=O)Nc2cc(NC(=O)c3ccc(Br)o3)ccc2OC)cc1	2.2
O=C(Nc1nc(-c2cccnc2)cs1)C1CC(=O)N(c2ccccc2Cl)C1 (configuration not stated)	-5.0
COc1cccc(Nc2nc3ccccc3nc2NS(=O)(=O)c2cccc3nsnc23)c1	-2.0
CCOc1ccccc1NC(=O)C(C)Nc1ccc2c(c1)CCN2C(C)=O (configuration not stated)	0.4

Continued (four carried over from the part before).
Structure	LDHA inh
COc1ccc(C(=O)Nc2cc(NC(=O)c3ccc(Br)o3)ccc2OC)cc1	2.2
O=C(Nc1nc(-c2cccnc2)cs1)C1CC(=O)N(c2ccccc2Cl)C1 (configuration not stated)	-5.0
COc1cccc(Nc2nc3ccccc3nc2NS(=O)(=O)c2cccc3nsnc23)c1	-2.0
CCOc1ccccc1NC(=O)C(C)Nc1ccc2c(c1)CCN2C(C)=O (configuration not stated)	0.4
CCn1c(N2CCN(CCCc3ccccc3)CC2)nc2c1c(=O)[nH]c(=O)n2C	1.2
COc1ccc(N2C(=O)C(C)(C)CS2(=O)=O)cc1S(=O)(=O)NCc1ccccc1F	-7.0
Cc1ccc(-c2nnc(CCC(=O)N3CCc4sccc4C3c3cccs3)o2)cc1 (configuration not stated)	11.3
CCOC(=O)c1cnc2c(Cl)c(Cl)ccc2c1NCCOC(=O)c1cccnc1	8.4
CC(C)C[C@H]1CN(CCCC[C@H]2CNC(=O)C(=O)N2CCc2ccccc2)C(=O)C(=O)N1CCc1ccccc1	-1.1
COc1cccc(OC)c1C(=O)Oc1ccc2c(c1)O/C(=C\c1ccc(C(C)C)cc1)C2=O	-17.9
Cc1ccc(C)c(NC(NC(=O)c2ccc(C(C)(C)C)cc2)C(Cl)(Cl)Cl)c1 (configuration not stated)	6.6
NC(=O)C(OC(=O)c1ccccc1)C(OC(=O)c1ccccc1)C(=O)O (configuration not stated)	0.3
COc1ccc(/C=C/C(=O)N[C@@H]2C[C@H]3CC[C@@H]2C3)cc1	3.4
CCCN(CC)c1ccc(/C=N/NC(=S)Nc2cccc(C)c2)cc1	6.8
Cc1ccc(C)c(CN2CCN(c3nc4c(c(=O)[nH]c(=O)n4C)n3C/C=C/c3ccccc3)CC2)c1	-7.4
O=S(=O)(c1cccc(Cl)c1)N1CCN(Cc2coc(-c3cccs3)n2)CC1	-5.4

Structure	LDHA inh
CC(OC(=O)C1CC2CCCC(C1)C2=O)C(=O)c1ccc(C(C)(C)C)cc1 (configuration not stated)	-1.9
COc1ccc(NC(=O)Cc2cnc(-n3cccc3)s2)c(OC)c1	3.9
Cc1cc(C(=O)CN2CCC(C(=O)c3ccccc3)CC2)c(C)n1C(C)C	-5.3
CC(=O)NNC(=S)NC(C)c1ccccc1 (configuration not stated)	-1.8
CSc1ccc(NC(=O)c2ccc3c(c2)NC(=O)CCS3)cc1	2.9
CC(C)CNC(=O)C(=O)NCCc1c[nH]c2ccccc12	0.7
O=C(O)c1cc(-c2ccc3ccccc3n2)nc2ccc3ccccc3c12	-13.5
O=C(Nc1ccc(F)cc1)c1nnc(CSCC(=O)N2CCN(c3ccccc3)CC2)s1	-2.0
COC(=O)c1c(NC(=O)c2cccc(C)c2)sc(C(=O)Nc2ccccc2)c1C	-4.4
CCc1ccc(-c2nnn(CC(=O)c3ccccc3F)n2)cc1	8.6
C=CCn1c(N2CCN(Cc3ccc(Cl)cc3)CC2)nc2c1c(=O)[nH]c(=O)n2C	1.5
O=C(CCNC(=O)c1ccccc1Cl)Nc1nc2ccc(SC(F)F)cc2s1	10.7

Structure	LDHA inh
Cc1ccc([C@@H]2c3c(C)nn(-c4ccccc4)c3NC(=O)[C@H]2NC(=O)c2cccc(C)c2)cc1	-2.8
Cc1cccc2c(C(=O)NC3CC3)cc(-c3cccnc3)nc12	9.7
CC(N=C1NS(=O)(=O)c2ccccc21)C(=O)NCCc1cccs1 (configuration not stated)	4.1
Nc1nc(Nc2ccc(Cl)c(Cl)c2)nc(-c2cc3ccccc3o2)n1	3.4
CCN1CCCC1CNC(=O)c1cc(=O)[nH]c2ccccc12 (configuration not stated)	-4.6
CC(C)c1ccc(C(=O)NC(=S)NCCCO)cc1	2.6
Cc1ccc(SCc2ccc(C(=O)Nc3ccc(C)cc3C)cc2)cc1	-20.6
Cc1cc(C)cc(NC(=O)Cc2c[nH]c3ccccc23)c1	18.5
Cc1ccc(-c2cnc(-c3ccc(Br)cc3)o2)cc1	-9.0
CCCNc1c(NC(=O)NC2(CC(=O)OCC)CCCCC2)c(=O)oc2ccccc12	-6.7
Cc1cc(C)n2ncc(-c3noc(C(=O)NCCO)n3)c2n1	2.8
Cc1ccc(S(=O)(=O)N(CC(=O)N2CCN(C)CC2)Cc2ccc(Cl)cc2)cc1	-0.6

Structure	LDHA inh
COc1ccc(S(=O)(=O)Oc2ccc3c(c2)O/C(=C\c2ccc(C(C)C)cc2)C3=O)cc1	10.1
CCc1ccccc1NC(=O)CCc1ncc(-c2ccc(F)cc2F)o1	-0.6
CCC(CC)C(NC(=O)CNC(=O)C1CC1)c1cccs1 (configuration not stated)	3.2
COc1ccc(C(=O)COC(=O)c2ccc(F)cc2F)c(OC)c1	-4.6
O=C(Nc1ccc(F)cc1Cl)Nc1ccccc1C(F)(F)F	4.3
CCCCCC(=O)N/N=C/c1cccc(Cl)c1	-1.1
O=C(c1ccc(N2C(=O)CCS2(=O)=O)cc1Cl)N1CCCCC1	7.8
O=C(CSc1ncnc2nc[nH]c12)Nc1cc(Cl)cc(Cl)c1	-6.2
CCNc1c(NC(=O)NCCCOC)c(=O)oc2ccccc12	6.8
CCOC(=O)[C@]12CCCC=C1N(Cc1ccccc1)C(=O)[C@H](CC(=O)N1CCC(c3ccccc3)CC1)C2	-3.6
Clc1cccc(-c2nn3c(-c4ccc5ccccc5n4)nnc3s2)c1	0.6
O=C(CC(c1ccccc1)c1ccccc1)Nc1ccc(Oc2ccccc2)cc1	9.9

Structure	LDHA inh
CC(C)(O)C#Cc1ccc(C(=O)N2CCN(Cc3ccccc3)CC2)cc1	-3.6
CN(Cc1ccc(F)cc1)c1cc(C(=O)N2CCOCC2)c2ccccc2n1	2.2
Cc1c(Cc2ccccc2)c(=O)oc2cc(OS(C)(=O)=O)ccc12	-4.0
Cc1ccc(C(=O)NCC(=O)NCC#Cc2cccc(C(F)(F)F)c2)cc1	5.6
N#Cc1cccc(COC(=O)c2ccc(N3CCOCC3)nc2)c1	7.5
COc1ccc(-c2ccc(C(=O)O)cc2)cc1	7.5
COc1ccc(C(=O)Nc2nnc(-c3ccco3)o2)cc1	0.5
CCCNC(=O)c1cn(-c2cccc(Cl)c2)nn1	8.0
O=C(COc1ccccc1)Nc1nc2n(n1)C(c1ccc(Cl)cc1)CC(=O)N2 (configuration not stated)	1.6
Clc1cccc(Cc2c(-c3cccc(Cl)c3)nc3c4ccccc4ccn23)c1	-4.7
COc1ccc(C(C)=O)cc1CSc1ccccc1C(=O)O	1.5
O=C(c1cc2cc([N+](=O)[O-])ccc2oc1=O)N1CCN(c2ccccc2)CC1	-3.4

Structure	LDHA inh
O=C(Nc1ccccc1N1CCOCC1)c1cncc(Br)c1	2.5
COC(=O)N/N=C/c1ccc(OCCCOc2ccc(Cl)cc2)cc1	3.1
CCN(CC)CC1CCN(C(=O)c2cccc(C#N)c2)CC1	-6.5
COc1ccccc1Oc1coc2cc(OC(=O)c3ccc(F)cc3)ccc2c1=O	4.9
C=C(C)CN1CCN(c2nc3c(c(=O)[nH]c(=O)n3C)n2Cc2cc(C)ccc2C)CC1	-0.9
CC(=O)C1=C(OC(=O)c2ccc(F)cc2)c2ccccc2S(=O)(=O)N1C(C)C	-2.0
C=CCNc1nc(C(=O)OCC(=O)Nc2ccccc2)cs1	7.0
CN(CC(=O)NC1(C#N)CCCC1)Cc1ccco1	0.1
O=C(CSc1ccccc1Cl)NC(=O)C1CCCCC1	-1.5
CC(C)(CN(CCO)CCO)NS(=O)(=O)c1ccccc1	3.9

Among those listed so far, these have a thiophene ring, fused or not.
Structure	LDHA inh
Cc1oc2cc(OCC(=O)NCc3cccs3)ccc2c(=O)c1Oc1ccc(F)cc1	5.2
O=S(=O)(Nc1ccc(-c2cn3ccsc3n2)cc1)c1cccs1	0.9
O=C(c1cccs1)N1CCN(Cc2c[nH]c3ccccc23)CC1	3.1
Cc1ccsc1C(=O)Oc1ccc(-c2ccc(C#N)cc2)cc1	-17.8
Cc1ccc(-c2nnc(CCC(=O)N3CCc4sccc4C3c3cccs3)o2)cc1 (configuration not stated)	11.3
O=S(=O)(c1cccc(Cl)c1)N1CCN(Cc2coc(-c3cccs3)n2)CC1	-5.4
COC(=O)c1c(NC(=O)c2cccc(C)c2)sc(C(=O)Nc2ccccc2)c1C	-4.4
CC(N=C1NS(=O)(=O)c2ccccc21)C(=O)NCCc1cccs1 (configuration not stated)	4.1
CCC(CC)C(NC(=O)CNC(=O)C1CC1)c1cccs1 (configuration not stated)	3.2

Assay outcomes from PubChem BioAssay.
